Bioassay records: PubChem, several laboratories
SDO1 yeast rescue – growth rescue of sdo1-depleted yeast, primary screen, S. cerevisiae, bone marrow failure model; hit rate 0.21% among 140,000; S. cerevisiae sdo1-depleted JHY4D growth rescue, OD600 30 h; hits give high values; pdr5 snq2 efflux-pump mutant strain; AID 817, 2007; z-score at 10 µM;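 active = z-score above 3 at both the 24 hr and the 30 hr optical density reads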;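 also: z-score against mean and SD of all compound wells on the same plate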
INS promoter inh – inhibitors of insulin promoter-driven GFP, primary screen, imaging, TRM-6 cells (human fetal islet line), eGFP reporter, cell count; reporter expression induced with tamoxifen; inhibition, % at 2 µM; hit rate 0.9% among 130,000; AID 1273, 2008;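 active = inhibition above the mean plus 3 SD, with well images judged a real hit on visual review, cut at about 60% in these data, passing the limit was not always enough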
SDO1 yeast rescue Rescue 24 h – second read-out of SDO1 yeast rescue, no call of its own (marks repeat the call); z-score; S. cerevisiae sdo1-depleted JHY4D growth rescue, OD600; measured here: growth rescue at 24 h;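 0 is the plate mean of compound wells and units are plate SD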
An asterisk follows results filed as active; . = not tested or not shown; & = joins results of further samples. Some of the compounds tested, so the mix of outcomes need not match the whole.

SMILES	SDO1 yeast rescue	SDO1 yeast rescue Rescue 24 h	INS promoter inh
Cc1ccc(-c2noc(CCC(=O)NCC3CCCO3)n2)cc1 (configuration not stated)	0.22	-0.98	-387
CCOc1ccc2nc(SCC(=O)NCc3ccc4c(c3)OCO4)[nH]c2c1	0.14	-0.33	0
CCOC(=O)C1=C(C)N=c2s/c(=C\C(=O)OC)c(=O)n2C1c1ccc(OC)cc1 (configuration not stated)	-2.6	-2	.
COc1ccc2nc(SCCN(C)C)[nH]c2c1	.	.	33
CC(OC(=O)CN1C(=O)NC(C)(C)C1=O)C(=O)c1ccccc1 (configuration not stated)	-0.24	-0.72	-49
COc1ccc(F)cc1S(=O)(=O)N1CC(C)CC(C)C1 (configuration not stated)	0.94	-0.56	-19
O=C(Cn1c(=O)n(Cc2ccco2)c(=O)c2ccccc21)NCC1CCCO1 (configuration not stated)	0.83	0.88	.
Cc1nc2nc(-c3ccco3)[nH]n2c(=O)c1Cc1ccccc1	0.88	0.17	12
O=C1CC(c2cccs2)Cc2nc(NCC3CCCO3)ncc21 (configuration not stated)	-0.31	-1.1	-91
O=C(Cn1cccc1)Nc1ccc(OC(F)(F)F)cc1	0.53	1	.
O=C(NCc1ccc(Cl)cc1)c1ccc(OCC2CCCO2)cc1 (configuration not stated)	0.8	1	-5
N#C/C(=C(/O)c1ccc(-c2cccc([N+](=O)[O-])c2)o1)c1nc2ccccc2s1	.	.	13
Cc1c(C#N)c2ccccc2n1CC(=O)NCC1CCCO1 (configuration not stated)	0.59	0.44	-7
Cc1ccc2c(c1)N(C(=O)CSc1nncn1C)C(C)(C)c1ssc(=S)c1-2	-0.02	0.29	-18
COc1cnc(N(C)C)nc1Sc1ccc(Cl)cc1	-0.67	-0.69	14
C/C(=N\NC(N)=O)C1(C)CCCCC1	0.13	-0.48	-4
O=C(COC(=O)COc1ccc2ccccc2c1)NCC(F)(F)F	.	.	40
Cc1ccc(C(=O)O)cc1S(=O)(=O)N1CCC(C(=O)O)CC1	0.43	-1.1	-79
COc1ccccc1-c1nc(C#N)c(N2CCC(C(N)=O)CC2)o1	-0.15	-1	-69
O=S(=O)(CCSc1nc2ccccc2o1)c1nc2ccccc2s1	-1.4	-2.3	52
CCc1ccc(C(C(=O)NC2CCCC2)N(C(=O)/C=C/C(=O)Nc2cc(C)on2)c2ccccc2C)cc1 (configuration not stated)	0.04	-0.13	5
CNc1oc(-c2ccccc2)nc1C#N	-0.11	-0.32	3
COc1ccc2[nH]c(=O)c(CN(C(=O)c3cccnc3)c3ccccc3OC)cc2c1	1	0.43	-8
CCOc1ccc(NC(=S)N(CCCN2CCOCC2)Cc2cn(C)c3ccccc23)cc1	-0.13	-0.21	-31
Cc1ccc(-c2nc3ccccc3s2)cc1NC(=S)NC(=O)c1cccc2ccccc12	-0.93	-0.13	-31
Other compounds follow.
SMILES	SDO1 yeast rescue	SDO1 yeast rescue Rescue 24 h	INS promoter inh
Cc1cccc(C)c1Nc1nnc(SCC(=O)NCc2cccs2)s1	0.25	0.56	-8
CCc1cc(=O)oc2cc(C)cc(OC(C)C(=O)O)c12 (configuration not stated)	0.19	0.03	-3
CC(C)OCCCNC(=O)c1ccncc1	1.4	1.4	44
CCOC(=O)c1ccc(N2CCN(c3ccccc3F)CC2)c(NC(=O)Nc2cccc(OC)c2)c1	0.67	1.6	-8
Cc1ccc(NC(CNS(=O)(=O)c2ccc(Cl)cc2)c2ccccc2)cc1 (configuration not stated)	-1.6	-0.57	-3
O=C(O/N=C(\c1ccccc1)c1ccccn1)c1cccc2ccccc12	-1.4	-0.82	-17
COc1ccc(Br)cc1C1CC(=O)N2CN(Cc3ccccc3)CSC2=C1C#N (configuration not stated)	0.93	1.4	.
CC/C(=N\O)c1c(O)c2c(n(-c3ccccc3)c1=O)CCCC2	-0.19	-0.3	38
O=C(O)c1ccc(/C=N/NC(=O)c2cc(-c3ccc4c5c(cccc35)CC4)n[nH]2)cc1	.	.	36
CC(=O)NC(CCCCNC(=S)NC1CCCCC1)C(=O)O (configuration not stated)	.	.	-11
COc1ccc(Cl)cc1N1CC(c2nc3ccccc3[nH]2)CC1=O (configuration not stated)	0.61	0.9	.
O=C(c1ccc2c(c1)OCO2)N1CCN(c2ccccn2)CC1	0.84	-0.1	20
C=CCn1c(SCC(=O)NC2CCCc3ccccc32)nnc1-c1ccncc1 (configuration not stated)	0.11	-0.52	-17
COc1cc(C(=O)NCCC(=O)NCCCN2CCCCC2C)cc(OC)c1OC (configuration not stated)	-0.21	-0.11	.
Cc1cc(CNC(=O)Cc2ccccc2)c2ccccc2n1	.	.	-40
COc1ccc(CNS(=O)(=O)NCc2ccc(C)cc2)cc1	.	.	46
COc1nc(OC)nc(Oc2ccc(Cl)cc2[N+](=O)[O-])n1	0.69	0.35	-100
CCC1=NC(c2ccc(OC)cc2)N(O)C1(C)C (configuration not stated)	0.25	-0.1	23
CCc1cccc(CC)c1NC(=O)COC(=O)CC1c2ccccc2CCN1S(=O)(=O)c1ccccc1 (configuration not stated)	-0.52	-0.73	.
Cc1cc2ncc(C(N)=O)cn2n1	.	.	11
COC(=O)C1=CNC=C(C(=O)OC)C1c1ccc(Cl)cc1	-0.59	-1.2	-23
CCC(C)Cn1c(S(=O)(=O)O)nc2ccccc21 (configuration not stated)	1.6	1.5	31
CC(OC(=O)CN(C)S(=O)(=O)c1ccc(Cl)cc1)C(=O)Nc1ncc(Cl)cc1Cl (configuration not stated)	-0.15	-0.8	15
CCC(=O)Nc1nc(=S)ss1	0.36	-0.12	17
O=C(NCCCN1CCN(Cc2ccccc2)CC1)c1nnc(Cc2c(F)cccc2Cl)o1	-0.59	-0.55	.

Some of these compounds in order of the INS promoter inh value, rising.
SMILES	SDO1 yeast rescue	SDO1 yeast rescue Rescue 24 h	INS promoter inh
CC(=O)NC(CCCCNC(=S)NC1CCCCC1)C(=O)O (configuration not stated)	.	.	-11
CCOC(=O)c1ccc(N2CCN(c3ccccc3F)CC2)c(NC(=O)Nc2cccc(OC)c2)c1	0.67	1.6	-8
CCc1cc(=O)oc2cc(C)cc(OC(C)C(=O)O)c12 (configuration not stated)	0.19	0.03	-3
CC(OC(=O)CN(C)S(=O)(=O)c1ccc(Cl)cc1)C(=O)Nc1ncc(Cl)cc1Cl (configuration not stated)	-0.15	-0.8	15
CC/C(=N\O)c1c(O)c2c(n(-c3ccccc3)c1=O)CCCC2	-0.19	-0.3	38
COc1ccc(CNS(=O)(=O)NCc2ccc(C)cc2)cc1	.	.	46

A different layout for some results above.
Compound,SDO1 yeast rescue,SDO1 yeast rescue Rescue 24 h,INS promoter inh
O=C(O/N=C(\c1ccccc1)c1ccccn1)c1cccc2ccccc12,-1.4,-0.82,-17
O=C(NCCCN1CCN(Cc2ccccc2)CC1)c1nnc(Cc2c(F)cccc2Cl)o1,-0.59,-0.55,.
COc1nc(OC)nc(Oc2ccc(Cl)cc2[N+](=O)[O-])n1,0.69,0.35,-100

Additional results follow.
SMILES	SDO1 yeast rescue	SDO1 yeast rescue Rescue 24 h	INS promoter inh
CCN(CC)C(=S)SCC(=O)c1ccc(F)cc1	-1.2	-0.95	16
O=C(CN(Cc1cccs1)C(=O)CSc1nnc(COc2ccccc2)o1)NC1CCCCC1	-1.3	-0.71	2
O=C(COc1ccccc1F)NNC(=O)c1ccc(N2CCCCC2)c([N+](=O)[O-])c1	1.1	1.1	47
Cc1cc(NCCN2CCOCC2)c2ccc3ccccc3c2n1	.	.	5
CCOC(=O)C(C(=O)Nc1nc2ccccc2s1)C1CCCCC1 (configuration not stated)	-1.2	-0.66	-67
COC(=O)c1[nH]c2ccc(C)cc2c1NC(=O)C(C)N1CCN(C2CCCCC2)CC1 (configuration not stated)	-0.43	-1.1	.
CC(=O)c1cnc(-c2ccccc2)s1	.	.	54
Cc1ccc(C(C)C)c(OCC(=O)Nc2ccc3c(c2)nc(CN2CCCC2)n3C)c1	-0.8	-0.72	25
O=C(CSc1nnc(SCc2cccc3ccccc23)s1)N/N=C/c1c[nH]c2ccccc12	-0.58	-0.34	-3
COc1ccc(OCC(=O)Nc2cccc(C(=O)Nc3ccccc3C(=O)O)c2)cc1	1.1	0.24	-21
CCOc1ccc(C2C(C(=O)OC)=CN(CCOC)C=C2C(=O)OC)cc1	-0.53	-0.8	.
CCOC(=O)c1[nH]c(C)c(C(=O)Nc2ccc(C)c(C)c2)c1C	-1.8	-1.1	.
Cc1cc(C)c2c(CC(=O)NCc3ccco3)coc2c1	-0.89	-1.2	-74
COc1nc(N(C#N)CC(N)=O)nc(N2CCCC2)n1	1.7	0.71	.
Cc1oc2cc(O)cc(O)c2c(=O)c1-c1ccc2c(c1)OCCCO2	-1.8	-0.87	21
O=C1CCCCC1C(Nc1ccc(Cl)cc1)c1ccccc1 (configuration not stated)	-1.3	-0.91	-214
O=C(c1ccccc1)c1cncc(Br)c1	0.26	0.21	-6
CCOC(=O)c1cccc(NC(=O)CCc2c(C)nc3ncnn3c2C)c1	-0.16	-0.68	.
COc1ccc(-c2ccc(/C=C3/C(=N)N4C(C)=CSC4=NC3=O)o2)c([N+](=O)[O-])c1	0.85	3.2	-15
Nc1nnc(SCc2coc(-c3ccc(Cl)cc3)n2)s1	0.7	0.47	49
COc1ccc(/C(N)=N/OC(=O)CCCN2C(=O)c3ccccc3C2=O)cc1OC	.	.	18
CC(=O)c1ccc(OCC(O)CN2CCCC(C)C2)cc1 (configuration not stated)	0.44	0.14	.
CCOC(=O)Cc1c(C)nc2c(-c3ccccc3)c(C)[nH]n2c1=O	1.5	2.7	-38
O=C(NCc1cccs1)C1CCC(CNS(=O)(=O)c2cccc3nsnc23)CC1 (configuration not stated)	-0.08	-0.3	.
Cc1cccc(C(=O)Nc2cccc(-c3ccc4nncn4n3)c2)c1	.	.	33

2 compounds from above, limited to SDO1 yeast rescue Rescue 24 h:
structure | SDO1 yeast rescue Rescue 24 h
Cc1cc(C)c2c(CC(=O)NCc3ccco3)coc2c1 | -1.2
COc1nc(N(C#N)CC(N)=O)nc(N2CCCC2)n1 | 0.71

Next entries.
SMILES	SDO1 yeast rescue	SDO1 yeast rescue Rescue 24 h	INS promoter inh
CN(C#N)c1nc(Cl)nc(Nc2cccc(Cl)c2)n1	-0.46	0.01	-33
COc1ccc(-n2cnc(N)c2C(=O)c2cccc([N+](=O)[O-])c2)cc1	0.3	-0.38	-100
COc1cccc(CNc2ncnc3cc(OC)c(OC)cc23)c1	0.17	-0.41	17
CC(=O)Nc1ccc(-c2cn3cc(C)ccc3n2)cc1	0.3	0.57	-28
Cc1nc2ccc(NC(=O)CCS(=O)(=O)c3ccccc3)cc2s1	0.23	-0.42	32
CCn1c(SCC(=O)Nc2ccc(OC)c(OC)c2)nnc1-c1c[nH]c2ccccc12	-0.14	-0.58	.
O=C(Nc1ccon1)C(Sc1ccccc1)c1ccccc1 (configuration not stated)	-0.25	-0.18	69
CSc1cccc(NC(=O)CCC(=O)O)c1	-0.39	-0.62	.
COc1cc(/C=N/NC(=O)CN2CCCCC2)ccc1OCc1ccccc1	-0.04	-0.42	-35
COc1ccc(OCCCON2C(=O)c3ccccc3C2=O)cc1	-0.23	-0.62	4
O=C(CN1CCN(c2ccccc2)CC1)Nc1nccs1	-0.2	-0.6	38
Cc1ccc(OCc2nnc(SCC(=O)N3c4ccccc4Sc4ccc(Cl)cc43)o2)cc1	-0.28	-0.27	-10
COc1ccc(NS(=O)(=O)c2ccc(OC)c(OC)c2)cc1OC	-0.54	-0.62	30
O=C(CSc1nc(-c2ccco2)cc(C(F)(F)F)n1)Nc1ccc2c(c1)OCO2	-1.1	-0.67	-94
Nc1ncnc2c1ncn2C1CCC(CO)C(O)C1 (configuration not stated)	-1.5	-2.6	-96
Oc1ccc(CNc2ccc(F)cc2)c2cccnc12	-0.03	-0.04	.
Clc1ccccc1Nc1ncnc2c1nnn2Cc1ccccc1	0.56	0.61	.
Cc1nc2ccccc2c(=O)[nH]1	0.06	-0.29	-11
Cc1c(NC(=O)/C(C#N)=C/c2ccc(-c3ccc(Cl)cc3)o2)c(=O)n(-c2ccccc2)n1C	-0.72	0.26	20
Cc1cc(C)n2c3c(c(C#N)c2n1)CC(C)(C)OC3	0.07	-0.54	0
CCOC(=O)C(NC(C)=O)(Nc1ccc(S(=O)(=O)Nc2cc(C)nc(C)n2)cc1)C(F)(F)F (configuration not stated)	0.67	0.08	.
NC(=O)c1nsc(C(=O)N(CC(=O)NCc2ccc3c(c2)OCO3)C2CCCCC2)c1N	-0.61	-0.63	18
COc1cccc(-c2nnc(NC(=O)c3ccc(S(=O)(=O)N4CCOCC4)cc3)o2)c1	0.84&-0.56	0.22&-0.64	.
Nc1[nH]c(=S)[nH]c(=O)c1-c1ccccc1	0.2	0.83	.
Cc1ccccc1N1C(=O)N(c2cccc(C(F)(F)F)c2)C2CS(=O)(=O)CC21 (configuration not stated)	1.5	2.1	-42
Following part.
SMILES	SDO1 yeast rescue	SDO1 yeast rescue Rescue 24 h	INS promoter inh
Cc1ccc(C=Nc2ccc(N(C)C)cc2)o1	-0.06	-0.03	64
Cc1ccc(NC(=O)c2cc(N3C(=O)C=CC3=O)ccc2N2CCOCC2)cc1Cl	-2.3	-1.9	-270
O=C(CCSc1ccccc1)NCCN1CCOCC1	0.5	-0.1	-4
CCOc1ccc(N(CC(=O)NC(C)(C)C)S(=O)(=O)c2c(C)noc2C)cc1	0.17	0.35	.
O=C(N/N=C\c1ccc(F)cc1)c1cc(OCC(F)(F)F)ccc1OCC(F)(F)F	-1.1	-0.06	-16
O=C(Nc1ccc(F)cc1)N1CCN2C(=O)c3ccccc3C12c1ccccc1 (configuration not stated)	-0.88	-1.1	71
C=C(C)CSc1[nH]c(=O)cc(C)c1C#N	.	.	-150
